15-hLO-2 inh – inhibitors of human 15-lipoxygenase 2 (ALOX15B); purified 15hLO-2, xylenol orange hydroperoxide absorbance; Potency, µM (series often up to 57.1 µM), for the others: top-dose activity change, negative = inhibition, actives largely listed as inhibitors; hit rate 0.56% among 110,000; AID 881; also: potency is read from the fitted curve at half-maximal effect; nearly all actives have a fitted effect of over 60% in size; many of its hits are not listed in these tables
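Purified human 15hLO-2 (50 nM final) preincubated with compounds 15 min at room temperature in 25 mM Hepes pH 7.5, 0.01% Triton X-100, then 45 uM arachidonic acid added for 90 min; hydroperoxide detected via ferrous/xylenol orange, 573/405 nm absorbance ratio.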
IMPase inh – cell-permeable inhibitors of inositol monophosphatase (IMPase). CHO-M1 cells, IP1 accumulation, HTRF TR-FRET ratio. 120,000 tested, under 10 active. inhibition (IP1 accumulation), % at 46.1 µM; active = well fitted curve in the direction sought with a large enough effect in the signal ratio, not every such curve was filed as active; inconclusive = small, poorly fitted or top-dose-only effect, or a change in a side signal; inactive = no such curve, though single readings can be large or run the other way; the % refers to the signal ratio;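 also: cells stimulated with carbachol in lithium chloride buffer; plate controls were DMSO basal wells for no effect and reference inhibitor wells for full effect; higher means more IMPase inhibition seen as more IP1 and lower FRET ratio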
Target sequence (P97697 whole entry, looked up): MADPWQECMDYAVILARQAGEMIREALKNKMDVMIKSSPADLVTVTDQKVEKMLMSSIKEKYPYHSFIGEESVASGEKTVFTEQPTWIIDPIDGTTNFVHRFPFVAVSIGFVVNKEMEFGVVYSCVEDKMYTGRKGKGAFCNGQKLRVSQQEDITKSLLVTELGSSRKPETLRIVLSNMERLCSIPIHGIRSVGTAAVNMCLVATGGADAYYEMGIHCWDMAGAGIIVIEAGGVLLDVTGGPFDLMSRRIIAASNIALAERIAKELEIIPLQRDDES
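CHO-M1, 2000 cells/well, cultured 16–30 h; cpd up to 46 uM; carbachol (50 uM solution, stimulation buffer w/ 50 mM LiCl, pH 7.4), 30 min 37C; IP-One TR-FRET, 10 min RT; Ex 320/Em 665, 620; Hill-fit AC50.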
PNC assembly inh – perinucleolar compartment assembly inhibition | hit rate 3.1% among 140,000 | PC3M PTB-GFP, PNC prevalence imaging, 16 h; active compounds read low | activity change (PNC), negative = inhibition, % at 10 µM;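 active = readout at or below -70, meaning at least 70% loss of cells showing the perinucleolar compartment, a nuclear body marking cancer cells; inconclusive = readout between -30 and a set limit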;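 also: plate controls were DMSO wells for no effect and camptothecin positive control wells for full effect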
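Compounds are pinned in duplicate onto adhered PC3M cells stably expressing GFP-tagged PTB and incubated 16 h at 37 C. Cells are then fixed, nuclei stained with Hoechst, and PNC-positive cells counted.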
12-hLO inh – 12-hLO (ALOX12) enzyme inhibition. P18054. purified 12-hLO, xylenol orange hydroperoxide absorbance. Potency, µM (series often up to 57.1 µM), for the others: at the highest dose activity change, negative = inhibition, hits mostly inhibitors. hit rate 0.12% among 150,000. AID 1452; also: potency is read from the fitted curve at half-maximal effect; nearly all actives have a fitted effect of over 55% in size; many of its hits are not listed in these tables
Target sequence (P18054 whole entry, looked up): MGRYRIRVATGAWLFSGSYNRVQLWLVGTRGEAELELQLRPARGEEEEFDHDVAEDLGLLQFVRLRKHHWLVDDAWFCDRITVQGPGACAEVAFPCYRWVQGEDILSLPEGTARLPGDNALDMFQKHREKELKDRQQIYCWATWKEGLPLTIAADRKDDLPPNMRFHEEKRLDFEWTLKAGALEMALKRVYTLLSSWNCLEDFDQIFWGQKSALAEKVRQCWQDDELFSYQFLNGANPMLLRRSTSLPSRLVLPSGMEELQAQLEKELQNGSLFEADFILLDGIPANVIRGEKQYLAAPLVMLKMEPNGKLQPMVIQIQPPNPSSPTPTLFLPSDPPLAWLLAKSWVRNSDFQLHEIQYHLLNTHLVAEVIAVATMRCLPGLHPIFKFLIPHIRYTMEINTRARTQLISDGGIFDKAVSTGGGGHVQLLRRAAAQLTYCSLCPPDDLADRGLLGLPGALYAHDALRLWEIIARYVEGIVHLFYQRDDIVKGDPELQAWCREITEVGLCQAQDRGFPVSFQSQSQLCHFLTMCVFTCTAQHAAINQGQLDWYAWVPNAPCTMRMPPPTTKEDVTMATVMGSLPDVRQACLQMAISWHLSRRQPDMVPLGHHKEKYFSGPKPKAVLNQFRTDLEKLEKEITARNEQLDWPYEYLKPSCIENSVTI
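150 nM 12hLO, 25 mM Hepes pH 7.0 + 0.01% Triton X-100; cpd preinc 15 min RT; 40 uM arachidonic acid, 30 min RT; Fe-XO 30 min; A573/A405 ratio as read-out.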
* marks the source's active call; other numbers are inactive results; ? = inconclusive; / = not tested or not shown; & = joins results of further samples; [ ] = dose if it differs, or a comment. Unless noted, calls follow the shape of the dose curve; as a rule, active = well fitted curve in the direction sought with a large enough effect; inconclusive = small, poorly fitted or top-dose-only effect, or another doubt; inactive = no such curve, though single readings can be large; an effect the other way counts as inactive or inconclusive. Unless noted, % is scaled to controls: 0 for no effect and ±100 for the full control effect.

SMILES	15-hLO-2 inh	IMPase inh	PNC assembly inh	12-hLO inh
C=C1C([C@@]2(C)C(OC(C)=O)CC(=O)O[C@@](C)(COC(C)=O)C2CC(=O)OC)C(OC=O)C(OC(=O)C(OC(C)=O)C(C)CC)[C@]2(C)C(c3ccoc3)CC(=O)C12O (some centres undefined)	-5%	/	/	-2%
O=c1[nH]c(=O)n(CCC2=CCCCC2)c(O)c1C=NCc1cccnc1	3%	-4	59	1%
C=CCn1c(O)c(C(CC)=Nc2ccccc2NC(=O)CC)c(=O)[nH]c1=O	5%	?	-5	-2%
COc1cc2c(cc1OC)[C@@H]1C(=O)c3ccc(O)c(CC=C(C)C)c3OC1CO2 (some centres undefined)	3%	/	/	-2%
CCC(C)NC(=O)c1c(N)n(Cc2ccc3c(c2)OCO3)c2nc3ccccc3nc12 (centres undefined)	8%	-5	11	-21%
CC(C)C1C(=O)N2CCCC2[C@]2(O)O[C@@](NC(=O)[C@@H]3C=C4c5cccc6[nH]cc(c56)C[C@H]4N(C)C3)(C(C)C)C(=O)N12 (some centres undefined)	-11%	-5	/	0%
CCCCC/C=C\C/C=C\C/C=C\C/C=C\CCCC(=O)Nc1ccc(O)cc1C	9%[0.0915 µM]	/	/	-2%[0.00818 µM]
CC(C)[C@@H]1CN[C@H](C(=O)O)[C@@H]1CC(=O)O	11%	2	/	-6%
COc1ccccc1-n1c(O)c(C=Nc2c(C)n(C)n(-c3ccccc3)c2=O)c(=O)[nH]c1=O	1%	2	-17	0%
O=C(CCCN1CCC2(CC1)C(=O)N(Cc1cccc(F)c1)CN2c1ccccc1)c1ccc(F)cc1	14%	3	/	-11%
CN(C)C1C(=O)C(C(N)=O)=C(O)[C@@]2(O)C(=O)C3=C(O)c4c(O)cccc4[C@@](C)(O)C3CC12 (some centres undefined)	2%	/	/	-2%
O=CN1CC2CC(C1)c1cccc(=O)n1C2 (centres undefined)	-4%	0	/	-1%
COc1ccc(-n2c(=O)[nH]c3ccccc3c2=O)c(OC)c1	-12%[11.4 µM]	5[1.84 µM]	-11	6%
CC1CC2(O)c3nonc3CCC2N1O (centres undefined)	-20%	?	-9	2%
CC(C)N1C(=O)CC2(CC[N+](C)(CCOC(=O)C(O)(c3ccccc3)c3ccccc3)CC2)C1=O (centres undefined)	2%	6	10	-11%
C#CCN(C)C(C)Cc1ccccc1 (centres undefined)	/	/	33	-2%
CC1CN=C(NCc2ccccc2)S1 (centres undefined)	11%	8	?	1%
NCCc1c[nH]c2ccc(O)cc12	-7%	0	/	-2%
COc1ccc(CC2NCC(O)C2OC(C)=O)cc1 (centres undefined)	1%	-5	/	-2%
CCC(COC(=O)NC)NC(=O)Oc1ccccc1 (centres undefined)	-3%	-3	20	-2%
COc1ccc(C(=O)C2CN(C)CC2C(=O)c2ccc(OC)cc2)cc1 (centres undefined)	11%[11.4 µM]	14[1.84 µM]	?	8%
O=C1C2CCN(CC2)C1Cc1ccc(OCCOc2ccccc2)cc1 (centres undefined)	11%	9	13	-6%
COc1ccc2cc1Oc1ccc(cc1)C[C@H]1c3cc(c(OC)cc3CCN1C)Oc1c(OC)c(OC)cc3c1[C@H](C2)N(C)CC3	57%[activator]	21	/	3%
COc1ccc(CCn2c(O)c(C=NCCCN(C)C)c(=O)[nH]c2=O)cc1OC	6%[2.29 µM]	10	?	12%
CCCCCC[N+](=O)[O-]	-10%	/	/	0%
CCN1C[C@@]2(OC(=O)c3ccccc3NC(C)=O)CCC(OC)[C@@]34C5CC6C(OC)C[C@@](O)(C(CC23)[C@@H]14)C5(O)C6OC (some centres undefined)	5%	/	/	-3%
CC(=O)OCC(=O)[C@@H]1CC[C@H]2[C@H]3CC[C@H]4C[C@@H](O)CC[C@]4(C)[C@@H]3C(=O)C[C@@]12C	-5%[25.6 µM]	1[20.6 µM]	/	0%[25.6 µM]
CCN(CC)C(=O)N[C@H]1C[C@H]2c3cccc4[nH]cc(c34)C[C@@H]2N(C)C1	12%	8	/	5%
CC(C)(c1ccc(OC[C@@H]2CO2)cc1)c1ccc(OC[C@H]2CO2)cc1	20%	8	/	-1%
CN(C)C(=O)Oc1cc(OC(=O)N(C)C)cc(C(O)CNC(C)(C)C)c1 (centres undefined)	7%	/	/	0%
Cc1cccnc1-n1c(-c2ccccc2)nc2ccccc2c1=O	8%	-5	?	0%
CNC(=O)OCc1n(C)cc[n+]1C	/	/	-7	2%
CN(C)C(=O)NC(O)C(Cl)(Cl)Cl (centres undefined)	-1%	2	15	6%
COC(=O)C1=CCCN(C)C1	16%	-1[20.6 µM]	/	-4%
CCCC(C)C1(CC)C(=O)NC(=Nc2ccc(OC)cc2)NC1=O (centres undefined)	/	/	?	1%
c1ccc2c(c1)OC[C@@H](C1=NCCN1)O2	22%	5	/	-1%
CCCCn1c(O)c(C=NC2CCCCC2N)c(=O)[nH]c1=O (centres undefined)	-3%	?	-28	-1%
CNC1[C@@H](O)C(OC2C(N)C[C@H](N)[C@@H](O[C@@H]3OC(C(C)O)C(O)C(O)C3N)C2O)OC[C@]1(C)O (some centres undefined)	-6%	/	/	-9%
Cc1ccc2c(c1)C1CN(C)CCC1N2C(=O)c1ccco1 (centres undefined)	7%	10	1	2%
COc1ccc2c(c1)c(C(=O)CN1CCN(C)CC1)c(C)n2Cc1ccccc1	33%[activator]	12	-3	4%
Cc1ccc(C(=O)n2cc(CCN3CCS(=O)(=O)CC3)c3ccccc32)cc1	16%	2	69	4%
COCC(=O)N1CCC2(CCCN(Cc3ccncc3)C2)CC1	9%	/	/	3%
CCCCN1C(=O)/C(=C/C=C/c2ccco2)C(=O)NC1=S	/	-6	-88*	?
C=CCn1c(O)c(C(C)=NCCc2ccccc2)c(=O)[nH]c1=O	-5%	-4	66	0%
CCCC[n+]1cc(/N=C(\[O-])OC)on1	/	-14	66	4%
O=C(O)COc1ccc(Cl)cc1Cl	-8%&-1%	/	/	2%&-1%
Cc1c(C(=O)c2ccc3ccccc3c2)c2cccc3c2n1[C@H](CN1CCOCC1)CO3	5%	3	/	-5%
COc1cc(Br)cc(CN2CCN(C)CC2)c1O	9%	16	0	2%
CN1[C@@H]2CCC[C@H]1CC(=O)C2	-3%[25.6 µM]	5[20.6 µM]	/	-6%[25.6 µM]
CCC(=NCCN1CCOCC1)c1c(O)n(-c2ccccc2C)c(=O)[nH]c1=O	-11%	-16	-15	0%
CCOc1ccc(OCC)c(NC(=O)CN2CCN(c3ccc(C)cc3C)CC2)c1	/	?	?	-11%
Cc1cc(-c2cc(C)c(N)c(C)c2)cc(C)c1N	?	/	/	-2%
CN(C(=O)Oc1ccc([N+](=O)[O-])cc1)c1ccccc1	/	/	?	-3%
CC(=O)Nc1ccc(S(=O)(=O)NC(CC(=O)N2CCC3(CC2)OCCO3)C(C)C)cc1 (centres undefined)	8%[2.29 µM]	5	-19	-5%
Clc1nc(Cl)nc(Cl)n1	-6%	/	/	-3%
OCCNc1c2c(nc3ccccc13)CCCC2	-14%	-3	-14	-5%
CCCCOc1ccc(CN2CCN(CC)CC2)cc1	30%	13	17	13%
CCC(=NCC1CCCO1)c1c(O)n(-c2ccccc2)c(=O)[nH]c1=O (centres undefined)	-2%	-7	-18	2%
CCc1ccc(N2C(=O)NC(=O)C(CCc3ccncc3)(CCc3ccncc3)C2=O)cc1	/	/	14	-2%
CC(=O)OC1(c2ccccc2)CCN(C)C2CCCCC21 (centres undefined)	24%	-8	-15	5%

(list continues)
SMILES	15-hLO-2 inh	IMPase inh	PNC assembly inh	12-hLO inh
Cc1cccc(-n2c(-c3cccs3)nc3ccccc3c2=O)c1	/	8	-20	0%
Cc1cccc(N2CCc3c2nc2ccccc2c3N)c1	29%&3%	2&-2	?	-10%&-9%
C=CCn1c(O)c(/C=C/C=Nc2ccccc2)c(=O)[nH]c1=O	/	/	73	-6%
CC(C)n1cc(C(=O)N(CC(=O)NC(C)(C)C)Cc2ccccc2)cn1	/	8	21	3%
CC1/C=C/C=C/CC/C=C/C=C/C=C/C=C/C(OC2OC(C)C(O)C(N)C2O)CC2O[C@](O)(CC(O)C(O)CCC(O)CC(O)CC(O)CC(=O)OC(C)C(C)C1O)CC(O)C2C(=O)O (some centres undefined)	-7%	/	/	0%
C=C(C)C1CCC(C)=CC1c1c(O)cc(O)cc1CCCCC (centres undefined)	?	/	/	-27%[0.00818 µM]
CCCCCCn1c(N)c(C(=O)NCCN2CCOCC2)c2nc3ccccc3nc21	3%[2.29 µM]	2	-15	1%
c1ccc(CCCN2CCN(CCOC(c3ccccc3)c3ccccc3)CC2)cc1	17%&38%	16&20	/	-20%&-18%
CCC[N+](=O)[O-]	0%	/	/	-2%
CCN(c1ccc(C(O)(C(=O)OC)C(F)(F)F)cc1)S(=O)(=O)c1ccc(C)cc1 (centres undefined)	-4%	11	16	-4%
CCN1CCN(S(=O)(=O)c2cnc(Cl)c(Br)c2)CC1	/	-1	-22	4%
CCOc1cc(C2C(C#N)=C(N)Oc3c2c(=O)oc2ccccc32)ccc1OC(=O)c1cccs1 (centres undefined)	/	7	19	-1%
O=P(N[C@@H](c1ccccc1)[C@@H]1C[C@H]1CO)(c1ccccc1)c1ccccc1	-2%	/	42	1%&0%
O=C1C2CCCN2C(c2ccc(Cl)cc2)N1c1ccccn1 (centres undefined)	6%	-5	7	-1%
O=C1C2(Cl)C3(Cl)C4(Cl)C(Cl)(Cl)C5(Cl)C3(Cl)C1(Cl)C5(Cl)C24Cl (centres undefined)	?	/	/	?
CN1CCc2cc(Cl)c(O)cc2[C@H]2c3ccccc3CC[C@@H]21	28%	/	/	2%
O=c1[nH]c(=O)n(-c2ccc(Cl)cc2)c(O)c1C=Nc1ccc(S(=O)(=O)Nc2nccs2)cc1	/	/	?	0%
O=C(COc1ccccc1)N1CCN(CC(O)COc2ccccc2)CC1 (centres undefined)	3%	6	?	5%
Cc1ccc(C)c(NC(=S)NC2CC3CCC(C2)N3Cc2ccco2)c1 (centres undefined)	?	14	27	0%
CCC#N	1%	/	/	0%
Cc1ccc(-n2c(C)cc(/C=C3/C(=O)NC(=O)N(C)C3=O)c2C)cc1	/	/	-85*	-6%
CCCCN1C(=O)NC(=O)/C(=C/c2cnc(SC)nc2)C1=O	13%	2	5	-23%
CNC1(c2ccccc2Cl)CCCCC1=O (centres undefined)	-5%[0.0915 µM]	/	/	2%[0.00818 µM]
O=C(COc1ccccc1)c1cn(Cc2ccccc2)c2ccccc12	/	10	-6	-2%
O=C(O)Cc1cnc[nH]1	7%	1	/	-4%
CCCCC(C)C(OC(=O)CC(CC(=O)O)C(=O)O)C(CC(C)CC(O)CCCCC(O)CC(O)C(C)N)OC(=O)CC(CC(=O)O)C(=O)O (centres undefined)	/	/	-1	-1%
C1CNC2NCCNC2N1 (centres undefined)	-5%	-4	-100*	-2%
O=C(CNC1CCCCC1)N1CCC2(CC1)OCCO2	-12%	4	16	0%
CCC(=NCCO)c1c(O)n(C2CCCCC2)c(=O)[nH]c1=O	-2%	-6	14	-9%

Screening results deposited in PubChem by National Center for Advancing Translational Sciences (NCATS).

The list is partial, so the mix of outcomes need not match the whole.
